# Bioassay records as filed in PubChem.
# B2AR arrestin: recruits beta-arrestin to the human beta2-adrenergic receptor; P07550; beta-arrestin recruitment to beta2AR, cell-based reporter; 330,000 tested, 0.02% active; Potency, µM (series often up to 46.1 µM), for the others: at the highest dose activation, usual class: activators;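 also: potency is read from the fitted curve at half-maximal effect; 0% = DMSO controls and full agonism = EC100 isoproterenol or metaproterenol; nearly all actives have a fitted effect of over 65% in size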
# p53 reactivator: mutant p53 re-activation in reporter cells; H1299 p53-A138V BP100-luciferase reporter, luminescence, 24 h; AID 504706; Potency, µM (top dose mostly 92.2 µM), inactives show top-dose activity change, positive = activation, usual class: activators; 320,000 tested, 0.063% active; also: potency is read from the fitted curve at half-maximal effect; % of control where 0% means no effect; nearly all actives have a fitted effect of over 45% in size
#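 H1299 (p53-null), stable ts p53-A138V + BP100-Luc; 1000 cells/well, Opti-MEM/10% FBS; cpd 4 pt, 1:5; 24 h, 37 deg C, 5% CO2; detection reagent 10 min RT; luminescence.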
# BRCA1 expr act: increases BRCA1 expression; Potency, µM (series often up to 46.1 µM), inactives show top-dose activation, actives largely listed as activators; AID 624202; MCF7-BRCA1-FFLuc reporter, luminescence, 48 h; response scale: scaled: vehicle 0%, 10 µM genistein 100%; 380,000 tested, 1.1% active; also: potency is read from the fitted curve at half-maximal effect; nearly all actives have a fitted effect of over 80% in size; some results filed as inactive show a strong effect at the top dose
#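 48 h compound treatment of MCF7-BRCA1-FFLuc cells (phenol-red free MEM, 37 °C), then 15 min with luciferase substrate and luminescence imaging.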
# TRPV1 ag: human TRPV1 agonism; Q8NER1; TRPV1-expressing cells, Fluo-8 calcium influx, agonist mode; activation, % at 8.33 µM; 320,000 tested, 0.19% active; in the data active = activation above about 80%; inconclusive = between about 30% and that limit; also: 0% is about no effect
# Target sequence (Q8NER1 whole entry, looked up): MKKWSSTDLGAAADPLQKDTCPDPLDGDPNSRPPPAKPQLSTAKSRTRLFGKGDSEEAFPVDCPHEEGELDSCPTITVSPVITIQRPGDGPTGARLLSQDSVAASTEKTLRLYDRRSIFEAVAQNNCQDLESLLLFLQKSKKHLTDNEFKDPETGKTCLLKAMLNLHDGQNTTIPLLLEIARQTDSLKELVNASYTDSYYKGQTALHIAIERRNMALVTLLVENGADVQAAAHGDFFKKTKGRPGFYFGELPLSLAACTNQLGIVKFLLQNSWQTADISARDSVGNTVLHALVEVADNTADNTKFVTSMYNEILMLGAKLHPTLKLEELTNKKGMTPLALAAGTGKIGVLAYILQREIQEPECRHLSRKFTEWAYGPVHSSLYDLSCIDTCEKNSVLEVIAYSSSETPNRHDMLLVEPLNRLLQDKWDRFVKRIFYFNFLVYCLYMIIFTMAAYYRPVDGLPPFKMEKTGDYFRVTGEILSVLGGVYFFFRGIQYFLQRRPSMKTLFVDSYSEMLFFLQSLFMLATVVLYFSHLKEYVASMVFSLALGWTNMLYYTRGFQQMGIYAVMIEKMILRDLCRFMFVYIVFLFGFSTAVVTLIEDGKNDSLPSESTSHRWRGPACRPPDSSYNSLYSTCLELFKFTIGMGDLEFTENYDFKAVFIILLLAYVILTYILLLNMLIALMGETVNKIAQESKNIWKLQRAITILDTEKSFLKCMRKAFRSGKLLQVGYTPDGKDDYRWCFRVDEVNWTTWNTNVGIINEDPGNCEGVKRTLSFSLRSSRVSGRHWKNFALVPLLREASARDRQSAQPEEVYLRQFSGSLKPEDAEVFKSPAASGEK
#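 Fluo-8 calcium influx in TRPV1-expressing cells, kinetic read (ex 480/em 520 nm). Compound added and read 3 min for agonist activity, followed by capsaicin at EC20 final and 2 min further read for enhancement.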
# ELG1 repair inh: inhibitors of ELG1-dependent DNA repair in HEK293T cells. HEK293T ELG1-luciferase reporter, luminescence, 16 h; DNA damage induced by 5-fluorouridine. Potency, µM (series often up to 46.1 µM), for inactives: top-dose activity change, negative = inhibition, hits mostly inhibitors. 330,000 tested, 2.3% active; also: potency is read from the fitted curve at half-maximal effect; % is scaled to controls: 0 for no effect and ±100 for the full control effect; nearly all actives have a fitted effect of over 55% in size
#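 DMSO vehicle served as the neutral condition. Each well held 2,000 cells given 5-fluorouridine plus compound; after 16 hr at 37 °C/5% CO2, ONE-Glo was added and luciferase measured 30 min later.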
# PTAP TSG101 blk: blocks PTAP/TSG101 interaction to inhibit HIV-1 budding. Q99816. Fluorescence polarization, FITC-PTAP peptide / Tsg101 binding. Potency, µM (titrated, usually from 115 µM), without a hit: top-dose activity change, negative = inhibition, hits mostly inhibitors. 340,000 tested, under 10 active; active = well fitted inhibition curve with a large enough effect in the main read-out, with a control signal flat, not every such curve was filed as active; inconclusive = small, poorly fitted or top-dose-only effect, or effect the other way, or a change in a side signal; inactive = no such curve, though single readings can be large or run the other way; also: potency is read from the fitted curve at half-maximal effect; % of control where 0% means no effect
#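 Compounds were pin-transferred onto Tsg101 binding domain (10 uM final) in HEPES pH 7.5 buffer, then FITC-PTAP peptide was added at 50 nM final. After 20 min at RT, polarization reported peptide displacement across a qHTS concentration series.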
# MLL CXXC-DNA inh: MLL CXXC-DNA interaction inhibition | Q03164 | MLL-CXXC / FITC-HOXA9 DNA fluorescence polarization | Potency, µM (highest dose often 115 µM), without a hit: at the top dose activity change, negative = inhibition, usual class: inhibitors | 290,000 tested, 0.037% active; active = well fitted inhibition curve with a large enough effect in the polarisation, with a control signal flat, not every such curve was filed as active; inconclusive = small, poorly fitted or top-dose-only effect, or effect the other way, or a change in a side signal; inactive = no such curve, though single readings can be large or run the other way; the % refers to the polarisation; also: potency is read from the fitted curve at half-maximal effect
#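 Purified MLL-CXXC (added from a 7 uM solution) was preincubated 5 min at ambient with pinned compounds in 50 mM Tris-HCl pH 7.5, 50 mM NaCl, 1 mM DTT, 0.05% BSA. Fluorescein-labeled HOX-A9 DNA (50 nM solution) followed, 30 min, then polarization read.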
# TCR act: T cell receptor activation; primary human leukocytes, anti-CD3, IL-2 HTRF, 48 h; Potency, µM (doses to about 9.22 µM), for inactives: at the top dose activation of IL-2 secretion, usual class: activators; 330,000 tested, under 10 active; AID 504894; also: % of control where 0% means no effect
#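 48 hr co-incubation of compounds, a-CD3 beads and primary human leukocytes; IL-2 quantified homogeneously by HTRF with anti-IL-2 K and d2 conjugates.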
# Integrin act MD: activators of alpha7 integrin expression for muscular dystrophy; alpha7betagal myoblasts, beta-gal FDG fluorescence, 48 h; Potency, µM (highest dose often 38.3 µM), for the others: at the top dose activation, actives largely listed as activators; 350,000 tested, 0.064% active; AID 624291;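 also: potency is read from the fitted curve at half-maximal effect; 100% = response of the positive control SU9516; nearly all actives have a fitted effect of over 60% in size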
#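 alpha7betagal+/- myoblasts (passage 13, 250/well) treated 48 h at 37C with compounds at 1:260 dilution of DMSO stock. Lysed, then beta-galactosidase activity read as FDG fluorescence (ex 480/em 540) after 30 min, with pre-read for autofluorescence.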
# A-T KAP1 phos: potential ataxia-telangiectasia treatment; […] A-T fibroblasts, KAP-1 phosphorylation AlphaLISA; neocarzinostatin DNA damage 30 min before lysis; Potency, µM (doses to about 57.5 µM), without a hit: at the highest dose activation, actives largely listed as activators; 320,000 tested, 0.19% active; AID 485349; also: potency is read from the fitted curve at half-maximal effect; % of control where 0% means no effect; nearly all actives have a fitted effect of over 45% in size
#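 ATM-like activity read as KAP-1 phosphorylation via AlphaLISA donor/acceptor antibody pairs after lysis and 6 hr at 25C. Cells were ATM-null patient fibroblasts ([…], hTERT), dosed 60 min, then exposed to the DSB inducer NCS for 30 min.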
# * marks the source's active call; other numbers are inactive results; ? = inconclusive; / = no result given; & = joins results of further samples; [ ] = remark or other dose. Unless noted, calls follow the shape of the dose curve; as a rule, active = well fitted curve in the direction sought with a large enough effect; inconclusive = small, poorly fitted or top-dose-only effect, or another doubt; inactive = no such curve, though single readings can be large; an effect the other way counts as inactive or inconclusive.
SMILES	B2AR arrestin	p53 reactivator	BRCA1 expr act	TRPV1 ag	ELG1 repair inh	PTAP TSG101 blk	MLL CXXC-DNA inh	TCR act	Integrin act MD	A-T KAP1 phos
O=C(N/N=C(/CC(=O)c1cccs1)C(F)(F)F)c1ccc(O)cc1	-0.5%	4%	-13%	7	2%	-2%	-2%	-8%[46.1 µM]	35%	5%
CCCCOP(=O)(c1ccc(N(C)C)cc1)C(O)c1ccc(OC)cc1 (configuration not stated)	-0.6%	0%	-20%	1	3%	-5%	-19%	-4%	17%	-5%
Cn1c2ccccc2c(=O)c2ccc(C#Cc3ccccn3)cc21	-1.7%	14%	11µM*	3	?	-2%	4%	-2%	8%	5%
COc1ccc(-c2csc(NC(=O)C3=COCCO3)n2)c(OC)c1	-0.2%	9%	?	12	?	-6%	/	4%	0%	-1%
O=C(CSc1nc2[nH]ncc2c(=O)[nH]1)N1CCCCC1	-0.5%	-11%	10%	-3	-6%	1%	-11%	-2%[46.1 µM]	0%	10%
O=C(CCCN1C(=O)/C(=C/c2cccs2)SC1=S)Nc1cccc(O)c1	-0.6%	?	-74%	29	-14%	2%	6%	-7%	0%	-2%
CCOC(=O)c1cc(C#N)c(SCc2ccc(C#N)cc2)nc1C	0.1%	1%	-53%	1	?	-2%	9%	-2%	7%	6%
CCCS(=O)(=O)N1CCC(C(=O)NCCCN2CCCC2=O)CC1	-0.1%	3%	-6%	3	16%	-1%	0%	-3%	19%	0%
CN(C)CCNC(=O)c1cccc(S(=O)(=O)Nc2ccc(F)cc2)c1	-0.2%	0%	-5%	3	9%	-2%	-1%	8%	19%	-5%
CCc1ccc(C(=O)NNc2ccc(F)cc2F)cc1	0.2%	7%	25%	?	?	0%	-7%	-7%	-28%	7%
CC(C)CNC(=O)COC(=O)C1c2ccccc2Oc2ccccc21	-0.9%	2%	9%	-4	16%	0%	1%	-5%	16%	23%
Nc1ccc2nc(SCc3cccc(F)c3)sc2c1	-1.6%	?	?	-2	?	1%	3%	-3%	10%	3%
COc1ccc(C(=O)N2CCC(n3nccc3NC(=O)C3CC3)CC2)cc1F	-0.4%	-11%	11%	-5	15%	0%	?	0%	-9%	1%
CCOc1ccc(N(CC(=O)NCc2ccc3c(c2)OCO3)C(=O)c2csnn2)cc1	0.1%	5%	54%	1	16%	-1%	8%	0%	0%	-3%
COc1ccccc1CCC(=O)OCC(=O)NC1CCCC1	-0.4%	0%	-10%	3	22%	-4%	/	-1%	4%	4%
CC1CCN(S(=O)(=O)c2ccc(C(=O)OC(C)C(=O)NC3CCCCC3C)cc2)CC1 (configuration not stated)	-0.1%	1%	-15%	-1	3%	0%	6%	-8%	14%	21%

# Already shown: entries from further up.
SMILES	B2AR arrestin	p53 reactivator	BRCA1 expr act	TRPV1 ag	ELG1 repair inh	PTAP TSG101 blk	MLL CXXC-DNA inh	TCR act	Integrin act MD	A-T KAP1 phos
COc1ccccc1CCC(=O)OCC(=O)NC1CCCC1	-0.4%	0%	-10%	3	22%	-4%	/	-1%	4%	4%
CC1CCN(S(=O)(=O)c2ccc(C(=O)OC(C)C(=O)NC3CCCCC3C)cc2)CC1 (configuration not stated)	-0.1%	1%	-15%	-1	3%	0%	6%	-8%	14%	21%

# Following part:
SMILES	B2AR arrestin	p53 reactivator	BRCA1 expr act	TRPV1 ag	ELG1 repair inh	PTAP TSG101 blk	MLL CXXC-DNA inh	TCR act	Integrin act MD	A-T KAP1 phos
COc1ccc(C2C(C#N)=C(N)N(c3sc4c(c3C#N)CCCC4)C3=C2C(=O)CC(C)(C)C3)cc1OC (configuration not stated)	0.1%	0%	-25%	4	-27%	0%	10%	3%	1%	11%
Cc1cc(C)n(-c2ccc(C(=O)NC3CCCCC3)cc2)n1	0.3%	2%	30%	?	11%	-2%	-1%	/	12%	-1%
O=C(NCCc1ccco1)C(=O)NCC1OCCCN1S(=O)(=O)c1ccc(Cl)cc1 (configuration not stated)	-0.3%	-8%	-23%	1	-10%	/	-3%	-8%	-4%	2%
O=C(CNC(=O)c1cccc(OC(F)F)c1)OCn1nnc2ccccc2c1=O	-0.1%	?	-6%	6	7%	-3%	7%	/	6%	4%
CC(C)c1ccc(C2C3=C(CC(C)(C)CC3=O)NC3=C2C(=O)c2ccccc23)cc1 (configuration not stated)	1.0%	-5%	-87%	30	?	-6%	3%	5%	-6%	3%
Cc1occc1C(=O)NCc1nc(-c2ccccc2)no1	2.9%	2%	-2%	0	0%	0%	2%	-1%	9%	-2%
O=C(O)c1ccc(N/N=C/c2ccc3nccnc3c2)cc1	-0.1%	-10%	-77%[inhibitor]	0	?	-2%	-3%	6%	-6%	-5%
Cc1ccc(N2C(=O)C(F)(F)C2c2ccccc2)cc1 (configuration not stated)	-0.8%	-2%	-3%	15	5%	-5%	0%	4%	-1%	4%
Cc1nccn1S(=O)(=O)c1cc([N+](=O)[O-])ccc1Cl	0.0%	-3%	7%	-1	6%	1%	-11%	-4%[46.1 µM]	2%	-5%
CCOC(=O)c1[nH]c2ccccc2c1NC(=O)NC1CCCCC1	-0.1%	-4%	-4%	?	7%	-5%	19%	5%	-4%	0%
CN1CCN(C(=O)CC23CC4CC(CC(C4)C2)C3)CC1	-1.0%	0%	-6%	-2	13%	-9%	2%	3%	?	3%
CC1CC(C(F)(F)F)n2ncnc2N1 (configuration not stated)	-0.2%	-1%	-2%	-5	16%	-3%	-3%	5%	22%	-6%
COc1cc(/C=C/c2ccc(O)cc2)cc(OC)c1	-0.2%	/	?	1	/	1%	0%	-3%	0%	/
COc1cccc(N2CCN(C(=S)Nc3cccc(C)c3)CC2)c1	-0.6%	-7%	-29%	15	-2%	-2%	25%	1%	-6%	-2%
CCN(C(=O)Cc1c(C(=O)O)[nH]c2ccccc12)c1cc(OC)ccc1OC	-0.1%	-9%	-2%	8	1%	0%	?	6%	10%	0%
O=C(Nc1cccnc1)c1ccccc1-c1nc(-c2ccccc2F)no1	0.3%	4%	18%	?	-19%	-8%	24%	-3%	-29%	-1%
CCC(Oc1ccccc1C)C(=O)N1CCCN(C)CC1 (configuration not stated)	-0.1%	/	-4%	2	1%	-1%	-4%	-2%	-7%	6%
C=CC[C@@H](CC(=O)NCCO)C(=O)N[C@H](COC(=O)[C@H](CC=C)CC(=O)OC(C)(C)C)Cc1c[nH]c2ccccc12	-0.3%	-4%	9%	/	-12%	1%	/	-3%	0%	-21%
CC1(C)CC(=O)C2=C(C1)Nc1ccccc1NC2c1cccs1 (configuration not stated)	0.0%	-1%	-11%	2	0%	0%	-20%	0%	7%	-2%
COc1ccccc1NC(=O)Cc1noc(CN(C)Cc2cccs2)n1	-0.1%	-9%	0%	-2	-3%	1%	2%	20%	18%	-1%
CC(=O)c1c(C(=O)O)c2ccccc2[nH]c1=O	-1.5%	6%	-6%	0	22%	-4%	-1%	-3%	11%	3%
O=C(Nc1ccc(N2CCN(C(=O)c3ccccc3)CC2)c(Cl)c1)c1ccco1	0.4%	0%	-50%	27	12µM*	1%	4%	2%	-14%	0%
C[N+](C)(C)CCCCCC[N+](C)(C)C	/	/	0%	/	/	2%	11%&15%&-7%	14%	/	/
CCCC(CCC(=O)NC1CCCCC1)C(=O)O (configuration not stated)	0.2%	-2%	-4%[1.84 µM]	-2	11%	-6%	6%	4%	-1%	1%
COc1ccc(-c2csc(NC(=O)CN3C(=O)NC4(CCCC4)C3=O)n2)cc1OC	1.7%	-9%	-17%	-2	1%	-2%	/	-4%	3%	1%
COc1ccc(CCNC(=O)CCc2ccc(S(=O)(=O)NCC(C)C)cc2)cc1	-0.2%	-2%	-17%	1	-6%	-2%	2%	1%[46.1 µM]	-22%	3%
Oc1ccccc1CNc1cnc2ccccc2c1	-0.9%	?	?	15	?	-3%	-2%	0%[46.1 µM]	-43%	7%
CC(=O)Nc1sc(C)c(C)c1C(=O)OCC(=O)Nc1cc(S(=O)(=O)N2CCCCC2)ccc1Cl	1.6%	-8%	-5%	-9	?	-4%	-1%	-5%[46.1 µM]	17%	9%
Cc1nc2ccccc2nc(C)c1=NOCc1ccccc1Cl	-0.7%	26%	-37%	4	?	-10%	-7%	-1%[46.1 µM]	-13%	2%
Cc1cc2oc3ccc(NCCCn4ccnc4)cc3c(=O)c2cc1C	/	/	?	/	/	?	/	8%	0%	/
COc1ccc(-c2cc(=O)oc3cc(OCC(C)=O)ccc23)cc1	0.8%	15%	0%	28	?	-2%	11%	1%[46.1 µM]	-17%	-1%
Cc1ccc(C(=O)OCC(=O)NCc2cccs2)cc1	-0.5%	1%	22%	?	-1%	-5%	-1%	3%[46.1 µM]	15%	-2%
Cc1ccc2[nH]c(=O)c(CN(CCCN3CCOCC3)C(=O)Nc3ccc(Cl)cc3)cc2c1	-0.6%	10%	3%	0	-8%	-10%	-8%	-1%	4%	-2%
Oc1ccccc1Nc1nc(NCC2CCCO2)c2ccccc2n1 (configuration not stated)	-0.4%	17%	-23%	19	?	-4%	10%	0%	-26%	-1%

# This is a random part of the collection, and some 3.8% of all compounds hit somewhere here.
